# TAAR1 agonist – human TAAR1 agonism; Q96RJ0; CHO RD-HGA16 TAAR1, Fluo-8 calcium fluorescence; vehicle wells 0%, saturating PEA agonist 100%; activation, % at 3 µM; 360,000 tested, 0.99% active; AID 624467;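 active = activation above the mean activation of all test compounds in the run plus 3 SD, cut at about 38% in these data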
# Target sequence (Q96RJ0 whole entry, looked up): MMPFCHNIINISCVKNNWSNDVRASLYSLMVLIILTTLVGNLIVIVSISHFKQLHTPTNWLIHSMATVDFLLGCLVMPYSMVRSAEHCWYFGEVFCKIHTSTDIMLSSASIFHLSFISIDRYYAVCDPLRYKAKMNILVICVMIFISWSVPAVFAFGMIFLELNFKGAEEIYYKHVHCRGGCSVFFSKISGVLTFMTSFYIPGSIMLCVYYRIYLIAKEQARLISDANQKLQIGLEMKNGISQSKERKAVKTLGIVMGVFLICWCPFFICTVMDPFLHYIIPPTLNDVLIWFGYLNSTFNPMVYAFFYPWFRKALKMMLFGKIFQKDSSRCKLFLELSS
#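 Assay system – CHO-derived RD-HGA16 cells with stable Gα16 and human TAAR1 · Compound dosing – one-point dosing at 3 µM (nominal) · Incubation – 17-24 h seeding, 75 min 37 °C dye, 30 min RT · Measured by – kinetic Fluo-8 calcium fluorescence · Control set – DMSO vehicle as 0%, PEA at EC100 as 100% · Repeats – single well for each compound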
# M1 antag – blocks human M1 muscarinic receptor. CHO-K1 hM1, Fluo-8 calcium fluorescence, ACh EC80 antagonist. 360,000 tested, 1.3% active. inhibition, % at 3 µM;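 active = percent inhibition above its own plate's cutoff, namely the mean of that plate's compound wells plus 3 SD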;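 also: peak over basal fluorescence ratio during 140 s after agonist addition; 0% = ACh EC80 plus DMSO and 100% = DMSO alone without agonist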
# Target sequence (P11229 whole entry, looked up): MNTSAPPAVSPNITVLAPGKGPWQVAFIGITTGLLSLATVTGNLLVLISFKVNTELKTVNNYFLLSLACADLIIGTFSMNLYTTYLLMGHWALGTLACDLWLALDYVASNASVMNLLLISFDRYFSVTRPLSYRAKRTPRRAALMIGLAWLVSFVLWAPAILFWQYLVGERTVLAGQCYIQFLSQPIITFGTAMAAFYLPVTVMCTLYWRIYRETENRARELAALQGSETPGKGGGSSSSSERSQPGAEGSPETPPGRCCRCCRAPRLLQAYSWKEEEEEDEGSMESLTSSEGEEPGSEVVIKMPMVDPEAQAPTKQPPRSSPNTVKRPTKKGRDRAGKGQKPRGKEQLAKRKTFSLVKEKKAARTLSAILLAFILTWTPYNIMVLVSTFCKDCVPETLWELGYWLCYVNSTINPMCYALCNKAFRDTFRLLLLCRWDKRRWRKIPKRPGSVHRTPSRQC
# CHO parental Ca – signal in parental CHO cells, OX1R antagonist counter-screen. AID 463079. inhibition, % at 5.6 µM. parental CHO-K1, ATP-induced calcium, Fluo-8 fluorescence. 330,000 tested, 0.63% active;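 active = inhibition above that plate's mean sample inhibition plus 3 SD, cut at about 26% in these data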;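 also: 0% = ATP-challenged DMSO wells and 100% = DMSO wells without ATP; some compounds past the cut are filed as inactive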
#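 Material – parental CHO cells · Reagent – ATP stimulus · Compound – single nominal dose of 5.6 µM per compound · Detection – Fluo-8 fluorescence · Read-out basis – percent inhibition of calcium signal · Controls – ATP-challenged DMSO wells low, unchallenged DMSO wells high · Repeats – no replicates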
# TAAR1 antag – antagonists of human TAAR1; Q96RJ0; CHO RD-HGA16 TAAR1, Fluo-8 calcium fluorescence, antagonist; inhibition, % at 3 µM; 360,000 tested, 1.5% active; AID 624466;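 active = inhibition above a per-plate cutoff, the mean inhibition of test compounds on that plate plus 3 SD, cut at about 49% in these data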;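 also: 0% = DMSO plus EC80 beta-PEA response and 100% = DMSO alone without agonist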
#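 Test system – hTAAR1-expressing CHO RD-HGA16 cells, Gα16-coupled · Reagent – β-PEA at EC80 concentration, post-compound challenge · Compound dosing – 3 µM, single point · Timing – 140 s kinetic read after compound, 140 s after agonist · Detection – Fluo-8 intracellular calcium dye fluorescence, real-time kinetic reads · Control set – DMSO and EC80 PEA controls · Repeats – n of 1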
# OXTR potentiator – potentiates the human oxytocin receptor response. activation, % at 3 µM. CHO-OTR cells, Fluo-8 calcium fluorescence, potentiator mode; 0% = oxytocin EC15, 100% = EC100. P30559. 320,000 tested, 0.061% active;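 active = activation above that plate's cutoff, the mean activation of tested compounds plus 3 SD, cut at about 6.6% in these data, passing the limit was not always enough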;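 also: 100% uses oxytocin at 75 nM as the full agonist control; some results filed as inactive read as strong as hits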
#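 System: human OTR in CHO cells; Also added: sub-maximal oxytocin, roughly EC15; Timing: compound 6 min at room temperature before oxytocin, 100 s read; Technique: Fluo-8 intracellular calcium fluorescence, ex 470-495, em 515-575 nm; Controls: oxytocin EC15 low and EC100 high; Replication: singlicate.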
# CHO-K1 Ca antag – M1 antagonist counterscreen hit in parental CHO-K1 cells; 360,000 tested, 0.6% active; inhibition, % at 3 µM; ATP-induced calcium, Fluo-8 fluorescence;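 active = inhibition above a per-plate cutoff, the plate's mean sample inhibition plus 3 SD, cut at about 24% in these data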;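 also: 0% = DMSO plus EC80 ATP and 100% = DMSO alone without ATP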
# CHO-K1 Ca PAM – counter-screen for M1 PAMs: effect in parental CHO-K1 cells; 360,000 tested, 0.02% active; ATP EC20, Fluo-8 calcium fluorescence; 0% at ATP EC20, 100% at ATP max; AID 602247; activation, % at 3 µM;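 active = activation above the run cutoff, the mean activation of all test compounds plus 3 SD, cut at about 40% in these data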;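 also: peak over basal fluorescence ratio in a 140 s read after ATP addition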
# M1 ag parental – counter-screen for M1 agonists: effect in parental CHO-K1 cells; Fluo-8 calcium fluorescence; scaled to maximal ATP response, vehicle zero; activation, % at 3 µM; 360,000 tested, 0.48% active; AID 602248; in the data active = activation above about 15%;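 also: untransfected CHO-K1 host cells lacking M1 receptor as counterscreen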
# M1 ag – agonists of human M1 muscarinic receptor | P11229 | CHO-K1 hM1, Fluo-8 calcium fluorescence, agonist mode; 0% DMSO, 100% acetylcholine EC100 | activation, % at 3 µM | 360,000 tested, 0.33% active | AID 588814;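 active = activation above the run's mean compound activation plus 3 SD, cut at about 16% in these data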;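 also: peak over basal fluorescence ratio within a 140 s kinetic read after compound addition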
# The depositor's hits bear a star; / = not tested or not shown.
SMILES,TAAR1 agonist,M1 antag,CHO parental Ca,TAAR1 antag,OXTR potentiator,CHO-K1 Ca antag,CHO-K1 Ca PAM,M1 ag parental,M1 ag
Cc1noc(C)c1NC(=O)N(C)C[C@H]1Oc2ccc(NS(=O)(=O)c3ccc(F)cc3)cc2C(=O)N([C@H](C)CO)C[C@@H]1C,4,3,-8,-6,-6,2,-15,0.2,-5
Cc1cccc(Nc2nc(CC(=O)O)cs2)c1,18,-9,-19,13,-4,4,3,0.4,-7
CN(C(=O)c1cccc(NC(=O)Cc2cccc(NC(=O)C3CCN(C(=O)c4ccccc4)CC3)c2)c1)C1CC1,0,-5,/,-10,/,-7,12,-0.1,-7
COc1ccccc1CNCc1cc(Br)ccc1OC,6,4,-16,-9,-7,9,0,6.0,-9
N#C/C(=C\c1ccc(Br)s1)C(=O)N1CCN(c2ccccc2)CC1,8,-11,-5,-12,-10,-6,22,1.4,-2
Cc1ccnc(NC(=O)c2ccc([N+](=O)[O-])o2)c1,2,2,-3,2,3,-4,16,0.3,1
Cc1nnc(N/N=C/c2ccc([N+](=O)[O-])cc2)n1N,3,-5,3,-37,0,-15,13,2.6,0
CCCCC(=O)OCc1c(-c2cccc(OC)c2)ncc2ccccc12,3,5,-34,42,-3,-9,-2,-0.5,-9
O=C1CCC(=O)N1c1ccc(S(=O)(=O)N2CCCC2)cc1,0,12,-2,17,-4,-12,5,0.0,-2
Cc1ccccc1NS(=O)(=O)c1cccc(C(=O)Nc2cccc(C(=O)O)c2)c1,5,1,-11,-4,8,-11,20,1.0,-4
O=C(COc1ccccc1Cl)NC(=O)NC1CCCCC1,11,14,-18,-2,-16,20,-29,0.1,-8
O=C(Cc1csc(Nc2nc(=S)[nH]c3ccccc23)n1)NCCCN1CCN(c2ccccc2F)CC1,8,8,-15,29,2,3,-3,5.4,-7
CC(=O)c1sc(NC(=O)CSC(C)C(=O)Nc2cc(C)on2)nc1-c1ccccc1 (stereo not drawn),-2,-13,-22,-4,-6,-8,5,1.1,-5
Cc1ccc2nc(NC(=O)C3CCN(S(=O)(=O)c4cccnc4)CC3)sc2c1,17,-12,-5,28,-9,12,2,2.5,4
C=CCN(CC=C)C(=O)c1ccc2nc(Cc3ccc(OC)c(OC)c3)oc2c1,7,-5,-12,13,-7,-8,6,5.7,4
O=C(c1ccc(Cl)c(S(=O)(=O)N2CCCCC2)c1)N1CCCC1,2,-8,-1,-15,-2,-5,7,0.3,-4
CCC(C)C(=O)C(=O)N1CCC(n2nccc2NC(=O)CCOc2ccccc2)CC1 (stereo not drawn),1,-5,/,-4,/,-9,10,0.7,-3
COc1cccc(C(=O)NC2CCN(C(=O)N3c4ccccc4Sc4ccccc43)CC2)c1,8,7,-2,2,-2,8,-10,1.7,-4
CCN(C(=O)CSc1nnc(NCCOC)s1)c1c(N)n(Cc2ccccc2)c(=O)[nH]c1=O,2,-13,/,-11,/,-20,17,0.5,-3
COC(=O)NC1CCS(=O)(=O)C1 (stereo not drawn),1,-6,1,5,-4,-8,9,0.1,2
COC(=O)c1cc(C(=O)Nc2ccc(Cl)cn2)cc([N+](=O)[O-])c1,6,-11,-9,-17,-2,-7,17,0.3,-5
CCc1c(C)sc(NC(=O)c2cnn3cccnc23)c1C#N,11,-12,3,-7,-3,-18,20,0.2,-6
CSc1ncccc1C(=O)OCc1ccc(C#N)cc1,16,-26,-5,16,-12,-13,5,-0.1,-4
COc1ccccc1OCC(=O)NNC(=O)CSC(=S)N1CCCC1,-1,-8,-1,13,2,-6,4,0.6,-3
CN(CCC1CCOCC1)C(=O)CC1C(=O)NCCN1C/C=C/c1ccccc1 (stereo not drawn),0,-7,-11,8,-11,-11,20,1.0,-2
# (continued)
SMILES,TAAR1 agonist,M1 antag,CHO parental Ca,TAAR1 antag,OXTR potentiator,CHO-K1 Ca antag,CHO-K1 Ca PAM,M1 ag parental,M1 ag
CCOc1ccccc1NC(=O)C1CCC(CNc2c(N3CCCCC3)c(=O)c2=O)CC1 (stereo not drawn),-1,-5,-29,1,0,-6,15,0.5,-2
CCc1ccc(-n2nnnc2SCC(=O)Nc2ccc(NC(C)=O)cc2)cc1,1,-2,-9,4,-20,-5,9,0.5,-1
O=C(c1ccccc1)N1CCN(C(=O)c2ccccc2Br)CC1,5,-19,-7,-2,-17,-11,20,0.4,-3
COc1ccc(C2CC(c3ccccc3)=NN2C(=O)CN2CCN(Cc3ccccc3)CC2)cc1 (stereo not drawn),10,-3,-21,3,-1,-7,6,1.9,-7
COc1ccc(S(=O)(=O)N2CCCCC2)cc1NC(=O)c1ccc(OC)c(OC)c1,0,-9,/,-13,/,-6,-1,0.5,-5
c1ccc(-c2csc(Nc3ccc4c(c3)OCCO4)n2)cc1,3,-14,-15,4,-11,-1,5,0.1,-1
O=C1/C(=C\c2cc(Cl)c(O)c(Cl)c2)SC(=S)N1Cc1ccccc1,111*,54*,/,97*,/,22,-9,16*,51*
O=C(N/N=C/c1ccc(O)cc1)c1[nH]c2ccc(Br)cc2c1-c1ccccc1,8,-3,-19,2,-11,-3,15,-0.3,-6
CCOC(=O)c1ccc(CSc2nnc(N)s2)cc1,13,-5,-1,-15,-14,9,-7,0.9,2
COc1ccccc1C(=O)Nc1cc(Cl)ccc1-n1cncn1,3,-10,-5,-2,0,-3,3,1.5,-1
O=C(COC(=O)CCC1CCCC1)Nc1ccccc1Sc1ccccc1,0,-3,-8,-2,-5,2,10,0.3,-9
COc1ccc2ccccc2c1CNCc1ccc(C)cc1,17,-18,-20,3,-11,-11,28,6.2,0
COc1ccc(C(=O)N2CCC(n3nnc4cc(F)ccc43)CC2)cc1OC,-1,2,-11,-3,-8,-16,25,1.1,-7
CC1(OC(=O)C2CCCC2)C(=O)C=C2C=C(c3ccsc3)N(C3CC3)C=C2C1=O (stereo not drawn),1,-7,4,-4,-8,-9,11,0.4,-8
CCOC(=O)C1CCCN(C(=O)/C=C/c2ccccc2)CC1 (stereo not drawn),1,-17,/,-9,/,-10,23,1.4,2
CCOc1ncccc1C(=O)N(CC)CC(=O)Nc1ccc(NC(C)=O)cc1,1,-4,0,-2,-2,6,15,0.7,-4
CCC(=O)Nc1c(C(=O)N2CCN(c3ccccn3)CC2)cnn1-c1ccc(Cl)cc1,0,-13,-16,-7,-3,-8,29,0.8,-4
N#Cc1ccccc1OCCCNC1CCCC1,6,-4,-9,-9,-7,2,11,-0.4,-13
CCOC(=O)c1c(C)[nH]c(C)c1C(=O)COC(=O)c1ccccc1O,10,-4,-2,21,-10,4,-3,2.0,-9
O=C1C(C=Nc2ccccc2O)=C(O)c2ccccc21,8,-27,-17,18,-3,-31,14,3.4,-1
Cc1ccc(NC2CCCCC2NS(=O)(=O)c2ccc(Cl)cc2)cc1 (stereo not drawn),-2,-7,-17,1,5,-8,15,0.1,-10
COc1ccc(NC(=O)C(=O)NCC2CCCN2S(=O)(=O)c2cc(C)ccc2C)cc1 (stereo not drawn),-1,-13,-2,3,-13,52*,12,0.5,-5
O=C(CSc1nnc(Cc2ccccc2)n1Cc1ccccc1)NCc1ccco1,15,2,-11,5,-9,-5,19,2.1,-3
NC(=O)C1CCN(C(=O)Cc2ccsc2)CC1,2,-21,3,-14,-4,3,14,1.2,0
N#CCCN(C(=O)COC(=O)CCc1nc2ccccc2c(=O)[nH]1)c1ccc(F)cc1,4,-7,-12,5,0,5,-12,0.0,1
CCOc1ccc(NC(=S)Nc2ccc(OCc3ccccc3)cc2)cc1,-1,-8,-6,6,0,-9,24,0.1,-1
COC(=O)CSc1n[nH]c(-c2cccnc2)n1,3,2,1,9,-6,15,-8,0.0,-5
COc1cccc(OC)c1C(=O)NC(=S)Nc1ccc2oc(-c3ccncc3)nc2c1,1,-9,-11,12,0,-3,-2,-0.3,-2
O=C(NCc1ccco1)c1cccc(F)c1,0,-8,-4,0,-8,-3,20,-0.1,0
CC(C)CN(Cc1c(O)ccc2c(=O)c(-c3ccccc3)coc12)CC(C)C,2,-9,-16,-13,-17,-3,1,-0.2,-3

# 11 entries out of the list, arranged by length of the SMILES, low to high:
SMILES,TAAR1 agonist,M1 antag,CHO parental Ca,TAAR1 antag,OXTR potentiator,CHO-K1 Ca antag,CHO-K1 Ca PAM,M1 ag parental,M1 ag
CCOC(=O)c1ccc(CSc2nnc(N)s2)cc1,13,-5,-1,-15,-14,9,-7,0.9,2
COc1ccccc1C(=O)Nc1cc(Cl)ccc1-n1cncn1,3,-10,-5,-2,0,-3,3,1.5,-1
c1ccc(-c2csc(Nc3ccc4c(c3)OCCO4)n2)cc1,3,-14,-15,4,-11,-1,5,0.1,-1
O=C(COC(=O)CCC1CCCC1)Nc1ccccc1Sc1ccccc1,0,-3,-8,-2,-5,2,10,0.3,-9
O=C(CSc1nnc(Cc2ccccc2)n1Cc1ccccc1)NCc1ccco1,15,2,-11,5,-9,-5,19,2.1,-3
CCc1ccc(-n2nnnc2SCC(=O)Nc2ccc(NC(C)=O)cc2)cc1,1,-2,-9,4,-20,-5,9,0.5,-1
CC(C)CN(Cc1c(O)ccc2c(=O)c(-c3ccccc3)coc12)CC(C)C,2,-9,-16,-13,-17,-3,1,-0.2,-3
O=C(N/N=C/c1ccc(O)cc1)c1[nH]c2ccc(Br)cc2c1-c1ccccc1,8,-3,-19,2,-11,-3,15,-0.3,-6
CCC(=O)Nc1c(C(=O)N2CCN(c3ccccn3)CC2)cnn1-c1ccc(Cl)cc1,0,-13,-16,-7,-3,-8,29,0.8,-4
N#CCCN(C(=O)COC(=O)CCc1nc2ccccc2c(=O)[nH]1)c1ccc(F)cc1,4,-7,-12,5,0,5,-12,0.0,1
COc1ccc(C2CC(c3ccccc3)=NN2C(=O)CN2CCN(Cc3ccccc3)CC2)cc1 (stereo not drawn),10,-3,-21,3,-1,-7,6,1.9,-7

# Screening results as filed in PubChem BioAssay.
